Source: PubChem
ALOX12 inh = ALOX12 (human) lipoxygenase inhibition; 580,000 tested, 1.1% active; Potency, µM (titrated, usually from 108 µM), for the others: top-dose activity change, negative = inhibition, actives largely listed as inhibitors; purified 12hLO, xylenol orange hydroperoxide absorbance; P18054; AID 1671190; also: potency is read from the fitted curve at half-maximal effect; % is scaled to controls: 0 for no effect and ±100 for the full control effect
Target sequence (P18054 whole entry, looked up): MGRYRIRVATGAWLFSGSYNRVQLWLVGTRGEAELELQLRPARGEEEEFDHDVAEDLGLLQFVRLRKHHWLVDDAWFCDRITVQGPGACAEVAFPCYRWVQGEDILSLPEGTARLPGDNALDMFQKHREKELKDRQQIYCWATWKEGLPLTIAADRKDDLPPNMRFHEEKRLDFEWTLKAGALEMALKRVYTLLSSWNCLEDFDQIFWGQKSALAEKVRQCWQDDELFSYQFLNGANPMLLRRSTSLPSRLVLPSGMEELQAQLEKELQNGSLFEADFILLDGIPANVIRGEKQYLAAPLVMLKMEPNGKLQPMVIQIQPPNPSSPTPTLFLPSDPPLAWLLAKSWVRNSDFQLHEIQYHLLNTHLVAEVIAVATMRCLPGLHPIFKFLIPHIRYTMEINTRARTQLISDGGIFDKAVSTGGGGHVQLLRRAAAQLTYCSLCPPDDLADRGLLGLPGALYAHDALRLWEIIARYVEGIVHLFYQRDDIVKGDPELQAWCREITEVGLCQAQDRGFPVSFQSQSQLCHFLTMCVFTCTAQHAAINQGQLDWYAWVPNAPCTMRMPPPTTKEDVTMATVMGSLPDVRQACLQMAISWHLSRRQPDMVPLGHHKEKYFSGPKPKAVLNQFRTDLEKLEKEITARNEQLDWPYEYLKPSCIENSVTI
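Purified human 12hLO (150 nM final) in 25 mM Hepes, 0.01% Triton X-100, pH 7.0 was preincubated 15 min at room temperature with compound. Then 40 uM arachidonic acid was added, 30 min. Hydroperoxide was read by Fe-XO absorbance ratio 573/405 nm.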
TRHR agonist = activates the human TRH receptor | P34981 | 360,000 tested, 0.18% active | activation, % at 2 µM | TRHR cells, calcium flux fluo-8, FDSS agonist mode; in the data active = activation above about 30%; also: 0% is about no effect
Target sequence (P34981 whole entry, looked up): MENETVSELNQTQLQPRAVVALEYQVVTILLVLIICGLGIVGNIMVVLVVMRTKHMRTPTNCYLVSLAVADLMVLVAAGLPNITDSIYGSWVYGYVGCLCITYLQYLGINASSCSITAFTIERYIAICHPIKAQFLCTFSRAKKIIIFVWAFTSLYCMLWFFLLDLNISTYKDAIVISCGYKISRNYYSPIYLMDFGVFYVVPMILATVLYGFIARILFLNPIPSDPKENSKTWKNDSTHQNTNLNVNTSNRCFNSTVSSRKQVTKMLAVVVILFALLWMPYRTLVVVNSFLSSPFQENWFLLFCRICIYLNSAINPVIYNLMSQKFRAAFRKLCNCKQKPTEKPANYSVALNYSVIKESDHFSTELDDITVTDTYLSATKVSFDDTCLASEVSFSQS
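TRHR-expressing cells, plated overnight in medium with 10% serum, were loaded with fluo-8 calcium dye at room temperature. After a 10 s baseline, library compound was pin-added and calcium release was recorded kinetically (ex 480/em 530) as agonist response.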
POLB inh = blocks human DNA polymerase beta activity; 340,000 tested, 1.3% active; AID 485314; P06746; Pol beta primer extension/strand displacement, fluorescence kinetic; Potency, µM (doses to about 114 µM), inactives show at the highest dose activity change, negative = inhibition, actives largely listed as inhibitors; also: potency is read from the fitted curve at half-maximal effect; % is scaled to controls: 0 for no effect and ±100 for the full control effect
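Reaction started by 50 nM substrate onto compound-treated Pol beta (10 nM, 15 min preincubation, room temperature); plates read at 0 min and 10 min. Normalized concentration-effect data fitted by four-parameter Hill equation.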
POLI inh = DNA polymerase iota (human) inhibition. Pol iota fluorescent replication assay, 10 min. Potency, µM (doses to about 115 µM), inactives show at the highest dose activity, negative = inhibition, actives largely listed as inhibitors. 390,000 tested, 1% active. AID 588590; also: potency is read from the fitted curve at half-maximal effect
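Pol iota at 10 nM preincubated 15 min with compounds at room temperature; reaction started with fluorescent substrate, 50 nM final. Fluorescence read kinetically at 0 and 10 min; buffer-only wells as negative control.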
ERG-DNA inh = blocks human ERG Ets domain binding to DNA; 370,000 tested, 0.028% active; Potency, µM (titrated, usually from 76.9 µM), for the others: at the top dose FP activity, negative = inhibition, usual class: inhibitors; P11308; AID 624246; fluorescence polarization, His-ERG Ets domain / labelled DNA; active = well fitted inhibition curve with a large enough effect in the polarisation, with a control signal flat; inconclusive = small, poorly fitted or top-dose-only effect, or effect the other way, or a change in a side signal; inactive = no such curve, though single readings can be large or run the other way; the % refers to the polarisation;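 also: polarization taken with two DNA probes labelled with fluorescein and Texas red; potency is read from the fitted curve at half-maximal effect; % of control where 0% means no effect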
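His-tagged ERG Ets domain (1 uM in the protein solution; 300mM KCl, 50mM Tris-HCl, 1mM EDTA, 1mM DTT, pH 7.5) received compound, then a probe mix of 5 nM fluorescein-DNA and 100nM Texas-615-DNA. Fluorescence polarization was read for both dyes.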
APEX1 inh = inhibitors of human APE1 endonuclease; P27695; recombinant APE1, TAMRA/BHQ-2 abasic DNA cleavage fluorescence; Potency, µM (highest dose often 65.8 µM), without a hit: top-dose activity change, negative = inhibition, hits mostly inhibitors; 350,000 tested, 0.35% active; AID 2517;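 also: potency is read from the fitted curve at half-maximal effect; plate controls were vehicle for no effect and reference inhibitor for full effect; nearly all actives have a fitted effect of over 55% in size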
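Compound pre-exposure to 0.75 nM APE1, 15 min at ambient temperature. Reaction initiated with 50 nM TAMRA/BHQ-2 THF substrate, read immediately in kinetic mode, 525 nm excitation, 598 nm emission.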
Anesthetic bind = candidate novel general anesthetic via apoferritin binding; P02791; apoferritin/1-aminoanthracene competitive binding, fluorescence; Potency, µM (titrated, usually from 77.5 µM), for inactives: top-dose activity change, negative = displacement, usual class: inhibitors; 350,000 tested, 0.074% active; AID 485281; also: potency is read from the fitted curve at half-maximal effect; % is scaled to controls: 0 for no effect and ±100 for the full control effect; nearly all actives have a fitted effect of over 20% in size
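Horse-spleen apoferritin (10 uM) in 50% saturated 1-aminoanthracene in PBS was incubated 10 min at room temperature with compound. Fluorescence (ex 380, em 535 nm) was normalized to free and bound 1-AMA, with concentration-response fitted by a four-parameter Hill equation.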
BLM helicase inh = Bloom syndrome helicase (human) inhibition | P54132 | recombinant BLM DNA unwinding, fluorescence dequenching | Potency, µM (doses to about 56.1 µM), inactives show top-dose activity change, negative = inhibition, actives largely listed as inhibitors | 350,000 tested, 0.2% active | AID 2528;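 also: potency is read from the fitted curve at half-maximal effect; plate controls were vehicle for no effect and no enzyme for full effect; nearly all actives have a fitted effect of over 35% in size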
POLK inh = blocks human DNA polymerase kappa activity | Potency, µM (top dose mostly 107 µM), without a hit: at the top dose activity, negative = inhibition, actives largely listed as inhibitors | Q9UBT6 | 400,000 tested, 0.53% active | purified Pol kappa, fluorescent DNA synthesis assay, 10 min; also: potency is read from the fitted curve at half-maximal effect; % is scaled to controls: 0 for no effect and ±100 for the full control effect
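Inhibition of 10 nM Pol kappa is measured by a fluorescent read-out at 0 and 10 min following addition of 50 nM substrate (final), with a 15-min room-temperature compound preincubation.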
* = called active by the depositor; ? = inconclusive; . = not tested or not shown; & = joins results of further samples; [ ] = remark or other dose. Unless noted, calls follow the shape of the dose curve; as a rule, active = well fitted curve in the direction sought with a large enough effect; inconclusive = small, poorly fitted or top-dose-only effect, or another doubt; inactive = no such curve, though single readings can be large; an effect the other way counts as inactive or inconclusive. These rows are one share of the data; count on the stated rates, not on these rows.

Molecule | ERG-DNA inh | TRHR agonist | Anesthetic bind | POLB inh | POLK inh | ALOX12 inh | POLI inh | BLM helicase inh | APEX1 inh
N#Cc1ccc(OCC(=O)NC(=O)NC2CCS(=O)(=O)C2)cc1 (stereo not drawn) | 3% | -0.2 | . | . | -4% | -1% | ? | . | -2%
CC(=O)N(Cc1ccccc1)C(CC(=O)NCc1ccccc1)C(=O)O (stereo not drawn) | 25% | . | . | . | -8% | -17% | 20% | . | .
CCOC(=O)Cn1c(=O)sc2ccccc21 | 2% | -0.6 | -14% | 26% | 5% | -21% | 26% | 0% | 2%
CC(=O)N/C(=C\c1ccccc1)C(=O)OCC(=O)c1ccccc1 | -2% | 0.2 | . | . | -16% | -1% | 11% | . | 29%
Cc1cccc(OCC(=O)NC2CC(C)(C)NC(C)(C)C2)c1 | -7% | -0.2 | -3% | 15% | -10% | ? | 30% | 1% | 32%
O=C(COC(=O)c1c(F)cccc1F)Nc1ccc2[nH]c(=O)[nH]c2c1 | 1% | 0.2 | -24% | ? | -21% | -1% | -11% | -11% | 5%
Cc1ccc(N2C(=O)C3N=NN(CC(=O)N4N=C(c5cccc6ccccc56)CC4c4ccccc4)C3C2=O)cc1 (stereo not drawn) | -2% | 0.6 | -8% | 0% | ? | 0% | 4% | 0% | -8%
CCN1C(=O)/C(=C/N(C)C)c2ccccc21 | -5% | -0.2 | -10% | 20% | -11% | 0% | 2% | -1% | -1%
COc1ccc(C2C(C#N)=C(N)Nc3nc4ccccc4n32)cc1 (stereo not drawn) | -16% | 0.1 | 2% | 41% | -19% | -17% | 5% | -1% | 16%
COc1ccc(NC(=O)CN(c2ccc(Cl)cc2)S(C)(=O)=O)cc1OC | 11% | 1.1 | -8% | 10% | 4% | 7% | 15% | -6% | -12%
COC(=O)Cn1cnc2c(nnn2-c2cccc(OC)c2)c1=O | -9% | 0.1 | 5% | 43% | 10% | ? | 9% | -2% | 39%[activator]
O=C(CCNC(=O)c1ccco1)NC(Cc1c[nH]c2ccccc12)C(=O)O (stereo not drawn) | 4% | 0.8 | . | . | -6% | -1% | -5% | . | 17%
O=C1CN(C(=O)CSc2ccc(-c3ccc(F)cc3)nn2)c2ccccc2N1 | 0% | -0.6 | -11% | -6% | 11% | -20% | 16% | -1% | 7%
Cc1nc(CSc2ccc(Cl)cc2)cs1 | -13% | -0.1 | -7% | 9% | -11% | -3% | 144%[activator] | -1% | -13%
O=C(CNC(=O)C1CCCCC1)Nc1ccccc1 | 0% | 1.0 | 2% | 56% | -15% | -29% | 13% | 2% | 13%
COc1ccc(Br)cc1Cn1nnc(C(=O)Nc2cccc(SC)c2)c1N | -13% | 0.5 | -11% | ? | -6% | -40%&-6% | -1% | -8% | .
Clc1cccc(Cl)c1C[n+]1ccc2ccccc2c1 | 10% | 6.4 | 7% | 28% | -3% | -22% | -28% | 2% | 1%
COc1ccc(CC(=O)NCC2CCCN(Cc3ccc(F)c(OC)c3)C2)cc1 (stereo not drawn) | 1% | -0.5 | -1% | 6% | -7% | 5% | 11% | 1% | 26%
OC(COC(c1ccccc1)c1ccccc1)CN1CCCCC1 (stereo not drawn) | -2% | -1.0 | -6% | -5% | -9% | 0% | 13% | 0% | 7%
COc1ccc(OC)c(Cc2nnc(CCC(=O)NCc3ccc(C)s3)o2)c1 | -4% | 0.2 | -7% | 1% | 0% | 4% | -11% | -12% | 11%
CCOC(=O)C1(CCOc2ccccc2)CCN(Cc2ccc(F)c(OC)c2)CC1 | 1% | 0.2 | -6% | 10% | -4% | -7% | 5% | -6% | 41%
O=C(/C=C/c1ccc2c(c1)OCO2)NCCCN1CCOCC1 | . | 1.1 | -3% | 1% | -4% | -17% | 8% | 2% | 3%
Cc1cc(C(=O)COC(=O)C2CCN(C(=O)c3ccc(Cl)cc3)CC2)c(C)n1CC1CCCO1 (stereo not drawn) | -7% | -1.3 | -18% | -5% | -8% | 438%[activator] | 112%[activator] | -7% | 4%
Cc1ccc(C(=O)CCC(=O)NCc2ccc(Cl)cc2)cc1 | -9% | 0.8 | . | . | -19% | 196%[activator] | 19% | . | 7%
O=Cc1cn(CCC(=O)O)nc1-c1cc2ccccc2o1 | 0% | 0.2 | 9% | 18µM* | ? | 3% | ? | 2% | 8%
CC1=C(C)CC(C(=O)NC(C)CCc2ccccc2)C(C(=O)O)C1 (stereo not drawn) | -11% | 1.0 | -7% | 3% | 1% | 0% | 15% | -13% | 3%
O=C(N/N=C/c1ccccc1OC(F)F)c1cc(-c2ccncc2)nc2ccccc12 | 11% | -0.2 | -23% | -9% | -21% | 2% | 19% | -4% | 0%
CCCCOc1ccc(C(=O)OCC(=O)c2c(N)n(C)c(=O)n(C)c2=O)cc1 | -3% | . | . | . | -21% | -3% | 6% | . | -20%
O=C(NCc1ccccc1)C(C(=O)c1ccc(F)cc1)n1ccccc1=O (stereo not drawn) | -6% | 0.2 | -13% | 29% | -7% | 0% | 3% | -3% | ?
Cc1ccc(NC(=S)NCc2ccc(S(N)(=O)=O)cc2)cc1Cl | 7% | 0.3 | -12% | 4% | -8% | ? | 111%[activator] | -7% | -8%
COc1ccc(C(=O)Cc2cc(OC)c(OC)cc2[N+](=O)[O-])cc1 | . | -0.4 | -14% | 5% | -1% | -10% | 26% | 2% | -4%
COc1ccccc1NC(=O)C12CC3CC(C1)CC(c1ccc(C)cc1)(C3)C2 | 3% | 0.3 | -7% | 29% | -6% | -43% | -4% | -5% | -2%
CCCOc1ccc(C(=O)Nc2ccc(Cl)c(-c3nc4ncccc4o3)c2)cc1 | -2% | 1.2 | ? | 0% | 5% | -13% | -14% | -12% | .
CC(C)N1CCN(CCCc2ccccc2)CC1CCO (stereo not drawn) | 2% | -0.5 | 8% | 5% | -4% | 6% | -14% | -2% | 15%
CCCCN(CC)CCNC(=O)C1CCN(c2nnc(C)c3c(C)n(-c4ccc(C)cc4)nc23)CC1 | 6% | -0.4 | -5% | 0% | -3% | -20% | 2% | 23% | .
COCCn1c(SCC(=O)c2c(N)n(C3CC3)c(=O)[nH]c2=O)nnc1-c1ccc(Cl)cc1 | -5% | 0.2 | . | . | -12% | 47%[activator] | 7% | . | -5%
CN(C1CCCCC1)S(=O)(=O)c1cn(C)c(=O)n(C)c1=O | -7% | 1.0 | . | . | -8% | 0% | 17% | . | 5%
COc1ccc(C(=O)c2c(N)c(C(=O)Nc3ccccc3Cl)c3ccccn23)cc1 | -2% | -0.1 | -8% | 9% | -4% | -21% | -24% | -3% | .
O=C1CSC(=S)N1c1ccc(Cl)c(Cl)c1 | 62%[activator] | 0.8 | -15% | -2% | -12% | ? | ? | -4% | -10%
CC12CCC(C(=O)NC(c3ccccc3)c3ccccc3)(OC1=O)C2(C)C (stereo not drawn) | 4% | -0.7 | -23% | -1% | -2% | 2% | 18% | -5% | 3%
O=C(NCc1ccc(F)cc1)c1ccc2c(=O)n3c(nc2c1)CCCCC3 | 9% | -0.7 | -7% | -3% | 21% | 6%[57.4 µM] | -2% | 0% | 5%
CC(Oc1ccccc1)C(=O)Nc1nnc(S(=O)(=O)N2CCCCCC2)s1 (stereo not drawn) | 6%&1% | -0.4&-0.2 | ? | 3%&12% | -4%&-23% | -6%&3% | 2%&-3% | -1%&-10% | 4%
O=C(c1ccc(C(=O)N2CCOCC2)s1)N1CCOCC1 | 2% | -0.2 | 2% | 1% | -5% | 0% | 17% | -1% | -1%
NC(=O)c1ccsc1NC(=O)COC(=O)c1ccc(Cl)nc1 | 12% | -0.3 | . | . | -15% | 9% | -7% | . | -9%
COc1ccc(C(=O)NCc2ccc(C)cc2)cc1S(=O)(=O)N1CCCc2ccccc21 | 1% | -0.2 | -9% | -13% | -6% | 2% | -4% | -8% | -7%
CCOc1ccccc1CNc1nc2nc3c(c(=O)n2[nH]1)CCC3 | 4% | -0.1 | -3% | 3% | 0% | ? | -2% | 1% | 5%
Cc1ccccc1Cn1nnc2c1C(=O)c1ccccc1C2=O | 1% | . | . | . | -9% | -7% | 16% | . | .
O=C(O)/C(=C\c1ccccc1OC(F)F)c1ccc(-c2ccccc2)cc1 | -2% | -0.5 | -1% | 56µM* | -30% | ? | 61%[activator] | -10% | 41%
O=C(O)/C(=C/c1c(C(=O)O)[nH]c2cc(Cl)cc(Cl)c12)c1ccccc1 | . | . | . | 13%[57.1 µM] | -5%[60.1 µM] | . | -3%[58.9 µM] | . | 15%
O=C(c1ccc(COCC(F)(F)F)cc1)N1CCN(c2ccccn2)CC1 | -10% | -0.3 | -15% | 2% | 1% | -10% | 14% | -14% | 3%
OCC1(CCOc2ccccc2)CCN(Cc2cn[nH]c2-c2ccccc2)CC1 | 1% | 0.8 | -9% | 27% | 6% | -2% | 24% | 2% | 1%
CC(C)CCN1CCN(Cc2ccc(Oc3ncccn3)cc2)CC1CCO (stereo not drawn) | -3% | 0.7 | -5% | -2% | 0% | -12% | 62%[activator] | 1% | 4%
CCCCN(C)C(=O)Cn1nc(Cc2ccncc2)c2ccccc2c1=O | -17% | 0.4 | -2% | 14% | 0% | 30% | 168%[activator] | -2% | 3%
Cc1ccc(C)c(C(=O)N2CCC(n3nccc3NC(=O)C3CC3)CC2)c1 | 1% | -0.6 | -4% | -2% | -4% | 2% | 22% | -1% | 15%
Cc1ccc(Oc2nnc(-c3ccc(C)cc3)c3ccccc23)cc1 | 4% | 1.3 | 2% | 5% | 1% | -21% | 10% | 3% | 1%
Cc1ccn2cc(CCNS(=O)(=O)c3ccc4c(c3)OCCO4)nc2c1 | 1% | 0.1 | 0% | 18% | -3% | 27% | -14% | 2% | -11%
